Screens: PubChem BioAssay, several laboratories
Rab7 wt GTP bind = dog Rab7 wildtype GTP binding, inhibitors and activators. GST-Rab7 beads, fluorescent GTP binding, flow cytometry; actives lie on both sides; untreated = 100%, excess cold GTP = 0%. GTP binding activity (percent of control), % at 10 µM. 190,000 compounds, 0.055% hits. AID 758;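 active = fluorescent GTP binding to Rab7 beads changed by at least 20 points from the 100% baseline, either direction, mostly lower; inconclusive = compound itself probably fluorescent, or too few beads counted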;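 note: median green fluorescence of bound Bodipy-FL-GTP per Rab7 bead population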
Mcl1-Bid inh = Mcl-1/Bid interaction inhibition; Q07820; TR-FRET Mcl-1/Bid-Dy647 peptide binding, 1536-well; inhibition, % at 21.7 µM; 220,000 compounds, 0.97% hits;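 active = compounds that cut the binding signal by more than half at the single screening dose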;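 note: His-tagged Mcl-1 with europium anti-His antibody binding Bid BH3 peptide; 0% = Mcl-1 plus peptide wells and 100% = peptide-only wells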
Target sequence (Q07820 whole entry, looked up): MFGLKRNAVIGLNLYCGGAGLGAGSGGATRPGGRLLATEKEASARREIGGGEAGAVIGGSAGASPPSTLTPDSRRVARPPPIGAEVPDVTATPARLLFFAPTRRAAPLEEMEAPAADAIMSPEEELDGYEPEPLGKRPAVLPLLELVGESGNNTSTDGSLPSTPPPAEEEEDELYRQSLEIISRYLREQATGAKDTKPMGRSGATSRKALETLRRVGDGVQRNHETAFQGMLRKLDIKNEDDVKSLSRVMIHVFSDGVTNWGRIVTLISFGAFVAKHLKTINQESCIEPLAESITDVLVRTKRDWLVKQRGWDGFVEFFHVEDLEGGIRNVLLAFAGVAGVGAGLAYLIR
Avidin bead fluor = compound fluoresces at 488/530 nm on avidin beads. fluorescence (KMESF) at 10 µM. 220,000 compounds, 0.38% hits. AID 1775. compound fluorescence 488/530 nm, flow cytometry; stronger effect = higher value; in the data active = fluorescence above about 47; note: inactives centre near 10
Cdc42 wt GTP = modulators (inhibitors or activators) of GTP binding to human Cdc42 wildtype | percent activity (GTP binding), % at 10 µM | GST-Cdc42 beads, Bodipy-GTP binding, flow cytometry; actives lie on both sides | 190,000 compounds, 0.2% hits | AID 761;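 active = percent activity GTP binding at least 20 points away from the 100% baseline, either down as inhibitor or up as activator; inconclusive = compound flagged as likely green fluorescent from well-wide comparison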;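 note: median bead fluorescence of bound Bodipy-FL-GTP at 100 nM; 0% = excess unlabeled GTP control and 100% = no compound control; below 100% means less GTP binding so inhibitor and above means activator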
Target sequence (P60953 whole entry, looked up): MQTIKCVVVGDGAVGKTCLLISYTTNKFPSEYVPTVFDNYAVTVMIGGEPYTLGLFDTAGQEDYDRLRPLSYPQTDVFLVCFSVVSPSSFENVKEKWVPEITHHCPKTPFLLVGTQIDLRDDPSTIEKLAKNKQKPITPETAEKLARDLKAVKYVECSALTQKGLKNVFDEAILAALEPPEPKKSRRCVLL
Rab2 wt GTP = changes GTP binding to wildtype dog Rab2A, up or down. P61105. GST-Rab2 wt beads, Bodipy-GTP binding, flow cytometry. GTP binding activity, % at 10 µM. 190,000 compounds, 0.19% hits;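 active = GTP binding activity at least 20 points away from 100%, either lowered or raised; inconclusive = signal likely due to the compound's own green fluorescence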;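 note: 0% = beads with excess unlabeled GTP and 100% = no-compound control corrected for plate trend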
Pf gamet viab = kills late stage P. falciparum gametocytes | AID 743093 | inhibition, % at 10.9 µM | P. falciparum stage V gametocytes, ATP luminescence, 24 h | 150,000 compounds, 0.065% hits;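 active = inhibition above the mean plus 3 SD of compounds within the control limits, set per campaign, cut at about 38% in these data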;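 note: 0% = DMSO wells and 100% = medium only without gametocytes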
Mcl1-Noxa inh = Mcl-1/Noxa interaction inhibition; Q07820; TR-FRET Mcl-1/Noxa peptide binding, 2 h; AID 1022; 220,000 compounds, 1.5% hits; inhibition, % at 21.7 µM;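 active = compounds that cut the protein-peptide binding signal by more than 50% relative to plate controls in a single-dose test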;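 note: His-tagged Mcl-1 with rhodamine Noxa BH3 peptide and terbium anti-His antibody; 0% = Mcl-1 plus Noxa peptide wells and 100% = peptide-only wells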
HRas wt GTP bind = human HRas wildtype GTP binding, change in either direction; GST-Ras wt beads, Bodipy-FL-GTP binding, flow cytometry; actives lie on both sides; GTP binding activity, % at 10 µM; 190,000 compounds, 0.14% hits;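 active = GTP binding activity at least 20% away from the 100% baseline, either lowered as inhibitor or raised as activator; inconclusive = flagged as likely green fluorescent, judged across all proteins in the well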;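 note: 0% = unlabeled GTP competition control and 100% = no-compound control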
Target sequence (P01112 whole entry, looked up): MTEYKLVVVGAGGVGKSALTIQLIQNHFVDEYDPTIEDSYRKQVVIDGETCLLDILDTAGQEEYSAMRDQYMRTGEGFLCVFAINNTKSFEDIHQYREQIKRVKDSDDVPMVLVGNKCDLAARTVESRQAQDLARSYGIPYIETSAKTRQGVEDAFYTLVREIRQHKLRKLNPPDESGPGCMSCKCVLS
Rac1 wt GTP bind = human Rac1 wildtype GTP binding, inhibitors and activators; P63000; GST-Rac1 beads, fluorescent GTP binding, flow cytometry; actives lie on both sides; 0 = cold GTP competed, 100 = untreated; GTP binding activity (% of control), % at 10 µM; 190,000 compounds, 0.27% hits; AID 757;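 active = GTP binding activity at least 20 points away from the 100% control level, either lower or higher; inconclusive = compound flagged as likely green fluorescent, judged across all proteins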
Mcl-1 Bim block = disrupts Bim peptide binding to human Mcl-1. Q07820. Bead-based flow cytometry, Bim peptide-Mcl-1 binding. inhibition, % at 10 µM. 190,000 compounds, 0.1% hits. AID 1009; in the data active = inhibition above about 40%;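 note: 0% = no compound tracer wells and 100% = peptide blocker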
Rac1 act GTP bind = modulators of GTP binding to human Rac1 activated mutant; P63000; 190,000 compounds, 0.11% hits; percent activity (GTP binding), % at 10 µM; GST-Rac1 activated beads, fluorescent GTP binding, flow cytometry; actives lie on both sides; 100% means binding = to untreated wells;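 active = GTP binding at least 20 percentage points away from the 100% baseline, in either direction, so actives lie on both sides; inconclusive = Compound likely fluorescent itself, or too few beads counted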
The depositor's hits bear a star; ? = inconclusive; / = no result given; [ ] = remark or other dose.

SMILES | Rab7 wt GTP bind | Mcl1-Bid inh | Avidin bead fluor | Cdc42 wt GTP | Rab2 wt GTP | Pf gamet viab | Mcl1-Noxa inh | HRas wt GTP bind | Rac1 wt GTP bind | Mcl-1 Bim block | Rac1 act GTP bind
O=C(CN1CCN(c2ccccc2)CC1)c1ccc2cc[nH]c2c1 | 96 | -27 | 7 | 97 | 96 | / | 6 | 98 | 98 | 5 | 96
CC(C)Nc1nc(SCC(N)=O)nc(N2CCOCC2)n1 | 100 | -4 | 35 | 104 | 103 | 15 | 3 | 103 | 103 | -1 | 103
O=C(COc1ccccc1)OCc1cc2ccccc2[nH]c1=O | 99 | 15 | 6 | 103 | 102 | / | 10 | 103 | 103 | -2 | 99
Cc1cc(C)c2[nH]c(=O)c(CN(Cc3nnnn3C3CCCC3)C3CCCCC3)cc2c1 | 100 | -29 | 19 | 100 | 102 | / | 5 | 100 | 104 | 2 | 99
Cc1cccc(C)c1C(=O)N[C@@H](Cc1ccccc1)C(=O)O | 107 | 3 | 5 | 98 | 99 | 11 | -3 | 98 | 98 | -2 | 96
O=C(Cc1ccc(F)cc1)NCCc1ccccc1 | 100 | -15 | 11 | 96 | 100 | / | -2 | 98 | 100 | 2 | 97
Cc1cccc(-n2nc([N+](=O)[O-])c(=NC3CCN(Cc4ccccc4)CC3)n2O)c1 | 100 | -45 | 9 | 100 | 98 | -2 | 14 | 97 | 101 | -2 | 97
CC(C)Cn1c(-c2ccco2)csc1=Nc1cccnc1 | 104 | -41 | 11 | 99 | 101 | 17 | 26 | 100 | 98 | 1 | 96
O=C1c2ccccc2C(=O)C1Cc1cccc2ccccc12 | 101 | 89* | 11 | 102 | 99 | / | 42 | 103 | 112 | 0 | 100
CCn1c(=N)c(S(=O)(=O)c2ccc(Cl)cc2)cc2c(=O)n3ccccc3nc21 | 101 | -10 | 10 | 92 | 95 | / | 16 | 96 | 90 | 1 | 94
COc1ccc(NC(=O)CN(C)S(=O)(=O)c2ccccc2)cc1 | 100 | -27 | 6 | 106 | 102 | / | 4 | 104 | 104 | 2 | 100
COc1cc(-n2nc(C)c3c2OC(N)=C(C#N)C3c2ccccc2)c(Cl)c(Br)c1O (centres undefined) | 98 | 18 | 4 | 97 | 98 | -1 | 29 | 99 | 97 | -1 | 98
CCOc1ccc(-n2ccnc2SCC(=O)Nc2cc(C)on2)cc1 | 92 | -23 | 11 | 96 | 93 | -18 | 4 | 95 | 96 | -4 | 97
CCCCn1c(/N=C/c2ccccc2NS(=O)(=O)c2ccc(C)cc2)nc2ccccc21 | 97 | -11 | 7 | 103 | 95 | -12 | 24 | 97 | 98 | -3 | 97
O=C(CSc1nnc(-c2ccccc2F)n1C1CC1)NC(=O)c1cccc([N+](=O)[O-])c1 | 99 | -44 | 7 | 99 | 97 | 4 | 12 | 98 | 100 | -2 | 96
COc1ccc(N/C=C\C(=O)c2ccc(C)cc2)cc1OC | 102 | -23 | 7 | 91 | 101 | / | 6 | 98 | 93 | 0 | 98
S=C(NCCc1ccccc1)NC1CC1 | 99 | -15 | 0 | 117 | 105 | 0 | 2 | 104 | 123*[activator] | -1 | 104
O=C(Nc1nnc(SCc2ccccc2)s1)c1cccs1 | 99 | 12 | 9 | 101 | 99 | / | 20 | 100 | 103 | 0 | 98
COC(=O)/C=C/S(=O)(=O)c1ccc(NC(C)=O)cc1 | 102 | -9 | 13 | 100 | 104 | 17 | 41 | 101 | 103 | -2 | 99
CCNC(=O)Cn1cnc2c1c(=O)n(C)c(=O)n2C | 104 | -1 | 7 | 107 | 108 | / | 10 | 103 | 109 | -1 | 103
CC(C)C(NC(=O)c1ccccc1F)C(=O)Nc1ccc2c(c1)OCO2 (centres undefined) | 98 | -18 | 5 | 95 | 99 | / | 8 | 98 | 96 | 3 | 94
COc1ccc(N(CC(=O)NCCC2=CCCCC2)S(=O)(=O)c2ccc(C)cc2)cc1OC | 98 | -5 | 16 | 91 | 94 | / | 19 | 94 | 91 | 2 | 92
CCOC(=O)/C(C(=O)Nc1ccc(Br)cc1)=C1/NC(C)(C)Cc2ccccc21 | 99 | -11 | 2 | 98 | 98 | -18 | -7 | 101 | 105 | -2 | 102
CCC(=O)Nc1c(C(=O)Nc2ccc3c(c2)OCCO3)oc2ccccc12 | 91 | -38 | 8 | 97 | 97 | 2 | 9 | 96 | 98 | 1 | 98
CCOC(=O)CSc1ccc2nnc(CCNS(=O)(=O)c3ccc(C)cc3)n2n1 | 97 | -4 | 6 | 98 | 98 | -15 | -26 | 98 | 102 | -5 | 99
Cc1ccc(C)c(S(=O)(=O)NCc2ccc(C(=O)NCc3ccccn3)cc2)c1 | ? | -38 | 14 | ? | ? | -23 | -5 | ? | ? | 0 | ?
CCCCn1c(CNC(=O)C23CC4CC(CC(C4)C2)C3)nnc1SC(C)CC (centres undefined) | 103 | 7 | 13 | 99 | 99 | / | 14 | 99 | 103 | -3 | 100
C/C(CCc1ccccc1)=N\NC(=O)C1C2CCCCC21 (centres undefined) | 96 | -29 | 5 | 99 | 100 | 25 | 13 | 99 | 99 | -4 | 96
O=C(Nc1cccc2ccccc12)OC1C=CS(=O)(=O)C1 (centres undefined) | 98 | -3 | 31 | 105 | 101 | / | -6 | 100 | 108 | -4 | 101
COc1cc(C2CC(=O)OC3=C2C(=O)CC(C)(C)C3)cc(OC)c1OC (centres undefined) | 92 | -20 | 8 | 96 | 92 | 17 | 2 | 91 | 103 | -25 | 95
CC1CC(C)CN(C(=O)c2cc3c(s2)CCC3)C1 (centres undefined) | 108 | -18 | 21 | 105 | 106 | -15 | -1 | 108 | 108 | 0 | 97
CCN(CC)c1ccc(C=C2C(=O)OC3(CCCCC3)OC2=O)cc1 | 105 | -27 | 10 | 92 | 99 | -28 | 5 | 97 | 100 | 0 | 93
O=c1[nH]c2ccc(NC(=S)NC3CCCCC3)cc2[nH]1 | 97 | -30 | 11 | 100 | 98 | -7 | 18 | 96 | 103 | -2 | 98
Cc1nc2ccccc2c2oc(C(=O)N3CCN(C(=O)c4ccco4)CC3)cc12 | 95 | -30 | 4 | 100 | 96 | / | -11 | 96 | 99 | 0 | 99
O=C(O)c1cc(-c2ccccc2)n[nH]1 | 100 | 20 | 6 | 99 | 101 | 10 | 19 | 99 | 103 | 0 | 97
COc1ncnc2c1oc1ccccc12 | 103 | 13 | 13 | 97 | 97 | -18 | 1 | 97 | 98 | 0 | 96
O=C(C1CCN(CCCc2ccccc2)CC1)N1CCCCC1 | 99 | 15 | 8 | 105 | 99 | 9 | 13 | 102 | 104 | 1 | 101
COC(=O)c1ccn(-c2nc(-c3ccco3)cc(C(F)(F)F)n2)n1 | 97 | -23 | 6 | 99 | 99 | 10 | -2 | 100 | 104 | 0 | 98
COCCN1C(=O)c2ccc(C(=O)NCc3cccnc3)cc2C1=O | 98 | 6 | 7 | 103 | 102 | / | -5 | 102 | 104 | -3 | 99
COc1ccc(OCCCn2cccc2/C=C2/C(=N)N3OC(C)=CC3=NC2=O)cc1 | 95 | -6 | 13 | 92 | 93 | / | -12 | 95 | 89 | -2 | 92
O=CN(Cc1ccco1)C1(C(=O)NC2CCCCC2)CCCCC1 | 103 | -16 | 30 | 105 | 100 | 4 | 15 | 100 | 108 | -5 | 98
Cn1c(SCC(=O)N/N=C/C=C\c2ccccc2[N+](=O)[O-])nc2ccccc21 | 98 | -5 | 1 | 106 | 100 | -7 | 17 | 101 | 104 | 0 | 99
CC1CCN(c2cc(N3CCC(C)CC3)c([N+](=O)[O-])cc2/C=C(\C#N)c2nn(-c3ccccc3)c(N)c2C#N)CC1 | 100 | 1 | 14 | 107 | 105 | / | 7 | 105 | 102 | -2 | 100
O=C(/C=C/c1c(Cl)cccc1Cl)n1cccn1 | 104 | 7 | 5 | 97 | 99 | 14 | 17 | 101 | 106 | 0 | 100
CC(=O)NC1(C(F)(F)F)NC(=O)N(CC(C)C)C1=O (centres undefined) | 100 | -15 | 53* | 101 | 98 | 11 | 9 | 101 | 98 | 0 | 97
COc1ccc(/C=N/OCC(=O)Nn2c(C)nc3ccccc3c2=O)cc1 | 103 | -22 | 1 | 107 | 105 | 1 | -4 | 106 | 107 | -8 | 103
CC(C)OC(=O)c1c(NC(=O)CCn2nnc3ccccc32)sc2c1CCCC2 | 100 | -21 | 3 | 103 | 100 | -10 | -6 | 102 | 104 | 1 | 101
COc1cnc(-c2ccccn2)nc1Oc1ccc(Cl)c2ccccc12 | 94 | 17 | 14 | 103 | 102 | 0 | -14 | 101 | 102 | -2 | 100
CCn1c2ccccc2c2cc(NC(=O)c3ccc(C)c([N+](=O)[O-])c3)ccc21 | 103 | 1 | 17 | 101 | 99 | 0 | -9 | 99 | 103 | -3 | 100
CNc1ccc(S(=O)(=O)NC)cc1[N+](=O)[O-] | 97 | -18 | 11 | 97 | 94 | / | -1 | 97 | 99 | 1 | 99
COc1ccc(C(=O)NCC(=O)OCC(=O)NC(=O)NC2CCCCC2)cc1OC | 94 | -32 | 11 | 95 | 94 | 2 | -1 | 96 | 94 | -5 | 92
CC1=CC(C)(C)[N+](C)(C)c2ccccc21 | 98 | -55 | 10 | 98 | 96 | / | -5 | 97 | 99 | 1 | 97
COC(=O)c1ccc(CN2CCN(CCC(C)C)C(CCO)C2)cc1 (centres undefined) | 94 | -13 | 10 | 95 | 93 | 18 | 5 | 96 | 103 | -3 | 96
CC(C)Cn1c(=O)c2c(c3ccccc31)OC(C)C(=O)N2 (centres undefined) | 94 | 5 | 22 | 94 | 94 | -7 | 9 | 94 | 95 | 1 | 94
O=C(NC(CC(=O)N1CCN(c2ccc([N+](=O)[O-])cc2)CC1)c1ccccc1)c1ccccc1Cl (centres undefined) | 95 | -14 | 16 | 97 | 98 | 1 | 2 | 98 | 98 | -5 | 98
CCN(CC)S(=O)(=O)c1ccc(S(=O)(=O)Nc2cc3c(cc2C(C)=O)OCO3)cc1 | 101 | -19 | 34 | 106 | 98 | 1 | -12 | 101 | 105 | -4 | 101
